Screening data from PubChem BioAssay.
POLH inh – qHTS for Inhibitors of Polymerase Eta; DNA polymerase eta (Homo sapiens), Q9Y253; recombinant Pol eta, fluorescent DNA replication assay; Potency, µM (titrated, usually from 114 µM), for inactives: top-dose activity change, negative = inhibition, actives largely listed as inhibitors; actives 1.2% (n = 390,000); also: % is scaled to controls: 0 for no effect and ±100 for the full control effect
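Fluorescent replication assay: 50 nM final substrate added after a 15 min room-temperature compound preincubation with 10 nM enzyme. Signal taken at 0 min and again at 10 min.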
G9a block – qHTS Assay for Inhibitors of Histone Lysine Methyltransferase G9a; G9a H3K9 monomethylation, AlphaScreen, 2 h; Potency, µM (titrated, usually from 102 µM), for inactives: at the highest dose activity, negative = inhibition, most hits filed as inhibitors; actives 8.8% (n = 350,000); also: % is scaled to controls: 0 for no effect and ±100 for the full control effect; nearly all actives have a fitted effect of over 75% in size
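AlphaScreen detection with an anti-monomethyl H3K9 antibody quantified product after a 2 h room-temperature reaction containing 500 nM biotinylated H3K9 peptide, 20 µM SAM and 20 nM enzyme, which had been preincubated 15 min with compound.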
BLM inh – qHTS Assay for Inhibitors of Bloom's syndrome helicase (BLM). actives 0.2% (n = 350,000). Potency, µM (doses to about 56.1 µM), without a hit: top-dose activity change, negative = inhibition, hits mostly inhibitors. recombinant BLM DNA unwinding, fluorescence dequenching;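 also: plate controls were vehicle for no effect and no enzyme for full effect; nearly all actives have a fitted effect of over 35% in size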
Target sequence (P54132 whole entry, looked up): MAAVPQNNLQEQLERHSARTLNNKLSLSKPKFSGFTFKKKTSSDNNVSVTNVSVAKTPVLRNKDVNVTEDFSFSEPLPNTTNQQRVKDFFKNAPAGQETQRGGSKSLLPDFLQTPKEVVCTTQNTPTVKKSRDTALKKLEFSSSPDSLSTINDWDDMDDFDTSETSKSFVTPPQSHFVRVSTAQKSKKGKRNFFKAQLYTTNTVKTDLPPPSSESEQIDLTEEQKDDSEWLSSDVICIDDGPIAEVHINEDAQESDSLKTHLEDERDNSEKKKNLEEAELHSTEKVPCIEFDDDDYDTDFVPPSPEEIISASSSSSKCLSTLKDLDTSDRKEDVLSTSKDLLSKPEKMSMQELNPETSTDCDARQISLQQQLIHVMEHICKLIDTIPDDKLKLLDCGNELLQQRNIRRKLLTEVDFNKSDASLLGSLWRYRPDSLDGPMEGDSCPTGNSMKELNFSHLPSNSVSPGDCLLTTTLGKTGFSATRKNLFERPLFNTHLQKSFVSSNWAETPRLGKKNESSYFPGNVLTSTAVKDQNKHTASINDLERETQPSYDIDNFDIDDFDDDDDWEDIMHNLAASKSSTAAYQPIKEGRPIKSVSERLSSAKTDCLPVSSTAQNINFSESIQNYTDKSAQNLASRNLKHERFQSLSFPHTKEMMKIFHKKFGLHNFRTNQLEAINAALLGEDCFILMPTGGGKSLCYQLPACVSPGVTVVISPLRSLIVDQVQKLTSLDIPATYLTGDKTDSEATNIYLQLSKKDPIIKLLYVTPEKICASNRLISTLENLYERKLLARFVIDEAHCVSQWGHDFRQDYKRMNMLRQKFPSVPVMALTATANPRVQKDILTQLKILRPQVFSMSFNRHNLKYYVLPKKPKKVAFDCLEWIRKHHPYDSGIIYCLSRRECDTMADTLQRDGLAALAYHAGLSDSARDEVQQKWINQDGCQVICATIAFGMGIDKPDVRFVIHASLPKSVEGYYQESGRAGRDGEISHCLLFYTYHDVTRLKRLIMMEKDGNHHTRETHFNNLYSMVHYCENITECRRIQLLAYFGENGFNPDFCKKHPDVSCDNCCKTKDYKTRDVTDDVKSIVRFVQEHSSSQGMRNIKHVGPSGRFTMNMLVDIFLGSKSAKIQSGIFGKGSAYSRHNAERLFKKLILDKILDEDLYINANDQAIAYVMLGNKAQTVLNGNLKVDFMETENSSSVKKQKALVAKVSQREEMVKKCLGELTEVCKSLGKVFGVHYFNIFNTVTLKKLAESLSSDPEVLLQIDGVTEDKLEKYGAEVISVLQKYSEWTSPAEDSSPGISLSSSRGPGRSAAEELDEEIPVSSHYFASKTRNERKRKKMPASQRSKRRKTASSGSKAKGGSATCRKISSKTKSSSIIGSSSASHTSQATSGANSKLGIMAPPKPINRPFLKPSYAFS
Pol iota inh – qHTS for Inhibitors of Polymerase Iota. DNA polymerase iota (Homo sapiens), Q9UNA4. Pol iota fluorescent replication assay, 10 min. Potency, µM (top dose mostly 115 µM), without a hit: top-dose activity, negative = inhibition, actives largely listed as inhibitors. actives 1% (n = 390,000). AID 588590, 2011
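Pol iota at 10 nM preincubated 15 min with compounds at room temperature; reaction started with fluorescent substrate, 50 nM final. Fluorescence read kinetically at 0 and 10 min; buffer-only wells as negative control.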
APE1 inh – qHTS Assay for Inhibitors of the Human Apurinic/apyrimidinic Endonuclease 1 (APE1); recombinant APE1, TAMRA/BHQ-2 abasic DNA cleavage fluorescence; Potency, µM (top dose mostly 65.8 µM), without a hit: at the top dose activity change, negative = inhibition, most hits filed as inhibitors; actives 0.35% (n = 350,000); AID 2517, 2012;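 also: plate controls were vehicle for no effect and reference inhibitor for full effect; nearly all actives have a fitted effect of over 55% in size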
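Endonuclease cleavage of a quenched abasic-site DNA duplex (50 nM) by APE1 (0.75 nM) was tracked by TAMRA dequenching. Compounds were preincubated with enzyme 15 min at room temperature; data normalized to buffer-only and DMSO wells plus NSC13755 control.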
Pol kappa inh – qHTS for Inhibitors of Polymerase Kappa. Potency, µM (top dose mostly 107 µM), for inactives: at the top dose activity, negative = inhibition, most hits filed as inhibitors. actives 0.53% (n = 400,000). purified Pol kappa, fluorescent DNA synthesis assay, 10 min; also: % is scaled to controls: 0 for no effect and ±100 for the full control effect
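Inhibition of 10 nM Pol kappa is measured by a fluorescent read-out at 0 and 10 min following addition of 50 nM substrate (final), with a 15-min room-temperature compound preincubation.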
BAZ2B block – qHTS Assay for Inhibitors of BAZ2B; Bromodomain adjacent to zinc finger domain protein 2B (Homo sapiens), Q9UIF8; AlphaScreen BAZ2B-H3K14Ac peptide displacement; Potency, µM (series often up to 114 µM), without a hit: at the highest dose activity change, negative = inhibition, actives largely listed as inhibitors; actives 4.4% (n = 360,000); also: % is scaled to controls: 0 for no effect and ±100 for the full control effect; nearly all actives have a fitted effect of over 60% in size
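In this displacement format the biotinylated H3(5-23) peptide acetylated at Lys14 serves as ligand at 50 nM, with BAZ2B at 50 nM in PBS pH 7.4 containing 0.01% Tween-20. Donor and acceptor beads are 10 ug/mL final.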
POLB inh – qHTS Assay for Inhibitors of DNA Polymerase Beta; Potency, µM (highest dose often 114 µM), for inactives: at the highest dose activity change, negative = inhibition, usual class: inhibitors; actives 1.3% (n = 340,000); AID 485314, 2010; P06746; Pol beta primer extension/strand displacement, fluorescence kinetic; also: % is scaled to controls: 0 for no effect and ±100 for the full control effect
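Kinetic readout of DNA synthesis with strand displacement by Pol beta. Compound and 10 nM enzyme sit 15 min at room temperature; 50 nM substrate starts the reaction, read immediately and at 10 min.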
JMJD2A Tudor – qHTS Assay for Inhibitors of JMJD2A-Tudor Domain. Potency, µM (highest dose often 114 µM), without a hit: at the highest dose activity change, negative = inhibition, hits mostly inhibitors. actives 4.4% (n = 390,000). Lysine-specific demethylase 4A (Homo sapiens), O75164. AlphaScreen JMJD2A-Tudor / H3K4me3 peptide binding. AID 504339, 2011; also: % is scaled to controls: 0 for no effect and ±100 for the full control effect; nearly all actives have a fitted effect of over 50% in size
Starred values were filed as active, the others as inactive; ? = inconclusive; · = not tested or not shown; [ ] = dose if it differs, or a comment. Calls follow the shape of the dose curve; as a rule, active = well fitted curve in the direction sought with a large enough effect; inconclusive = small, poorly fitted or top-dose-only effect, or another doubt; inactive = no such curve, though single readings can be large; an effect the other way counts as inactive or inconclusive. Potency is read from the fitted curve at half-maximal effect. These rows are one share of the data; count on the stated rates, not on these rows.

SMILES	POLH inh	G9a block	BLM inh	Pol iota inh	APE1 inh	Pol kappa inh	BAZ2B block	POLB inh	JMJD2A Tudor
COc1cccc(NC(=O)[C@@H]2CCC(=O)N2C2OC(=O)c3ccccc32)c1 (some centres not stated)	-11%	·	-2%	-11%	-5%	18%	11%	44%	-4%
CNC(=S)Nc1ccc([N+](=O)[O-])cc1C	-3%	24%[12.7 µM]	-1%	7%	-1%	-5%	-15%	3%	-2%
COc1ccc(CNC(=O)CN(C)S(=O)(=O)c2ccccc2)cc1	-15%	-1%	-4%	1%	-8%	2%	-5%	21%	-4%
CCOC(=O)C1=C(c2ccccc2)NC(SCC(=O)NC2CCCCC2)=C(C#N)C1c1ccco1 (configuration not stated)	-14%	1%[12.7 µM]	-6%	-5%	6%	-10%	-1%	3%	-30%
Cc1nn(C2CCS(=O)(=O)C2)c2nc(C3CC3)cc(C(=O)Nc3ccc(C(N)=O)cc3)c12 (configuration not stated)	-3%	?	·	4%	11%	-20%	19%	·	-7%
CN1CCN(NC(=O)COc2cccc(C(F)(F)F)c2)CC1	-5%	-5%[59 µM]	1%	15%	11%	-7%	-5%	28%	-13%
O=C(O)COc1cccc(NC(=O)C2CCCO2)c1 (configuration not stated)	-5%	-23%[12.7 µM]	-1%	-6%	-5%	0%	8%	1%	-11%
CNC(=O)c1c(C)[nH]c(=S)c(C#N)c1-c1ccco1	-1%	·	-12%	?	16%	?	?	-4%	18µM*
Cc1ccccc1C(=O)N1CCC(C(=O)NC2CCCC2)CC1	-11%	-10%[59 µM]	1%	-4%	18%[12.4 µM]	4%	9%	20%	-17%
O=C(c1ccccc1)c1c[nH]c(C(=O)NCc2cccnc2)c1	-16%	4%	-4%	10%	7%	-1%	0%	42%	8%

Laid out differently: entries from further up
mol,POLH inh,G9a block,BLM inh,Pol iota inh,APE1 inh,Pol kappa inh,BAZ2B block,POLB inh,JMJD2A Tudor
COc1cccc(NC(=O)[C@@H]2CCC(=O)N2C2OC(=O)c3ccccc32)c1 (some centres not stated),-11%,·,-2%,-11%,-5%,18%,11%,44%,-4%
CNC(=S)Nc1ccc([N+](=O)[O-])cc1C,-3%,24%[12.7 µM],-1%,7%,-1%,-5%,-15%,3%,-2%
COc1ccc(CNC(=O)CN(C)S(=O)(=O)c2ccccc2)cc1,-15%,-1%,-4%,1%,-8%,2%,-5%,21%,-4%
CCOC(=O)C1=C(c2ccccc2)NC(SCC(=O)NC2CCCCC2)=C(C#N)C1c1ccco1 (configuration not stated),-14%,1%[12.7 µM],-6%,-5%,6%,-10%,-1%,3%,-30%
Cc1nn(C2CCS(=O)(=O)C2)c2nc(C3CC3)cc(C(=O)Nc3ccc(C(N)=O)cc3)c12 (configuration not stated),-3%,?,·,4%,11%,-20%,19%,·,-7%
CN1CCN(NC(=O)COc2cccc(C(F)(F)F)c2)CC1,-5%,-5%[59 µM],1%,15%,11%,-7%,-5%,28%,-13%
O=C(O)COc1cccc(NC(=O)C2CCCO2)c1 (configuration not stated),-5%,-23%[12.7 µM],-1%,-6%,-5%,0%,8%,1%,-11%
CNC(=O)c1c(C)[nH]c(=S)c(C#N)c1-c1ccco1,-1%,·,-12%,?,16%,?,?,-4%,18µM*
Cc1ccccc1C(=O)N1CCC(C(=O)NC2CCCC2)CC1,-11%,-10%[59 µM],1%,-4%,18%[12.4 µM],4%,9%,20%,-17%

Continued.
SMILES	POLH inh	G9a block	BLM inh	Pol iota inh	APE1 inh	Pol kappa inh	BAZ2B block	POLB inh	JMJD2A Tudor
O=c1c2oc3ccccc3c2n(Cc2ccccc2F)c(=O)n1Cc1ccc2c(c1)OCO2	-13%	9%[59 µM]	-6%	9%	·	8%	-5%	20%	-10%
COc1ccc(C)cc1S(=O)(=O)N1CCN(c2cccc(C(F)(F)F)c2)CC1	?	1%[12.7 µM]	-16%	24%	-8%	-19%	-3%	-23%	3%
CC(C)CCn1c(N)c(S(=O)(=O)c2cccs2)c2nc3ccccc3nc21	-19%	23%[12.7 µM]	-13%	?	-10%	-1%	16%	0%	21%
CCCN(CC(=O)Nc1ccccc1C)C(=O)c1ccc(N2CCCCC2)c([N+](=O)[O-])c1	-27%	50µM*	·	13%	-10%	-7%	?	·	?
CC1CCCCN1Cc1c(O)ccc2c(=O)c(-c3cccc(Cl)c3)c(C(F)(F)F)oc12 (configuration not stated)	-7%	-1%[59 µM]	0%	5%	·	-13%	-7%	23%	-10%
CS(=O)(=O)NCCSc1nnnn1-c1ccccc1	-21%	7%[59 µM]	0%	16%	1%	-3%	4%	-3%	-2%
N/C(Cc1ccc([N+](=O)[O-])cc1)=N\OC(=O)Cc1ccc(Cl)cc1	?	?	-15%	3%	2%	-19%	-5%	-2%[57.1 µM]	8%
CC(=O)N1CCN(C(=O)COc2ccc(Br)cc2)CC1	4%	5%[59 µM]	0%	11%	?	-10%	-1%	-27%	6%
Cc1ccc(C)c(N(CC(=O)NC2CCCCC2)C(=O)c2csnn2)c1	-13%	20%	1%	2%	7%	-7%	-1%	63%	-2%
CSc1nc(-c2ccccc2Cl)nc2c1Cc1c(CO)cnc(C)c1O2	-2%	-46%[59 µM]	-8%	-8%	·	-5%	-8%	15%	-27%
CCCCNC(=O)NNC(=O)COc1cc(C)cc(C)c1	-18%	-2%[59 µM]	3%	157%[activator]	15%	-5%	4%	-2%	0%
Cc1cc2c(cc1S(=O)(=O)N1CCc3ccccc31)NC(=O)CO2	-1%	-6%	-3%	-6%	-11%	-15%	-2%	23%	-14%
CCOc1ccc(-c2nn(-c3ccccc3)cc2/C=C(\C#N)S(=O)(=O)c2ccccc2)cc1C	-16%	37%[activator]	-5%	17%	-2%	-8%	-2%	8%	7%
COCCC(=O)N1CCC(Oc2ccc(C(=O)NC3Cc4ccccc4C3)cc2)CC1	-16%	1%	-6%	5%	-2%	-16%	1%	32%	-20%
COC(=O)C1=CN(c2ccc(OC)cc2)C=C(C(=O)OC)C1c1ccc(C)c([N+](=O)[O-])c1	-18%	-3%[59 µM]	-10%	20%	-5%	-14%	-34%	14%	?
CCOc1cc(/C=N/NC(=O)c2ccncc2)ccc1OC(=O)c1ccc([N+](=O)[O-])cc1	-2%	-3%[59 µM]	-5%	-3%	11%	-5%	-2%[57.1 µM]	14%	-22%
COc1ccc(CC(=O)OCC(=O)Nc2c(C)n(C)n(-c3ccccc3)c2=O)cc1OC	-7%	-8%[12.7 µM]	·	41%[activator]	-3%	15%	-6%	·	5%
CC(C)CC(NC(=O)COc1ccccc1)C(=O)O (configuration not stated)	-21%	-3%[59 µM]	1%	26%	-2%	-12%	-4%	7%	-9%
O=C(Nc1cc(Br)ccc1O)c1cc(-c2ccccc2)on1	-9%	·	-9%	14%	4%	2%	-9%	27%	-13%
COc1ccccc1OCCC(=O)OCC(=O)NC(C)c1ccccc1 (configuration not stated)	-14%	16%[59 µM]	6%	-16%	14%	0%[60.1 µM]	-1%	22%	2%
CCOc1ccc(C(=O)Nc2ccccc2OC(F)F)cc1	-21%	-5%	-3%	21%	0%	-3%	6%	-3%	10%
O=C(NCCNc1ccc([N+](=O)[O-])cc1C(F)(F)F)c1ccc(F)cc1	-11%	-15%[59 µM]	-3%	11%	-1%	-18%	-36%	15%	-18%
COc1ccc(S(=O)(=O)N2CCSC2)cc1C	-12%	?	0%	3%	-6%	2%	6%	22%[57.1 µM]	-5%
Cc1ccccc1Nc1nc(N)c2ccccc2n1	-16%	-18%	-7%	10%	-2%	-16%	-33%	3%	-16%[11.4 µM]
Cc1ccccc1-c1noc(CNC(=O)c2ccco2)n1	-8%	2%	2%	25%	20%	10%	0%	1%	-14%
O=C(CCC(=O)N1CCN(c2ccccn2)CC1)c1ccc(Cl)s1	14µM*	-8%[2.33 µM]	·	?	-7%	0%	-15%	·	-26%
CCOC(=O)[C@H]1[C@H]2COc3ccc(Br)cc3[C@@H]2N2C(=O)CN(Cc3ccc(OC)cc3)C(=O)[C@@]12C	-15%	16%[2.33 µM]	·	-10%	0%	-11%	-2%	·	-23%
CCOc1ccccc1OCCCC(=O)Nc1cc(S(=O)(=O)N2CCOCC2)ccc1OC	-26%	·	·	34%[activator]	6%	-12%	·	·	-12%
CC1CCC(NC(=O)C(=O)Nc2ccc3c(c2)OCO3)CC1 (configuration not stated)	-7%	0%	-2%	55%[activator]	38%[activator]	4%	-17%	15%	-4%
CC(=O)C1=C(O)C(=O)N(CCc2c[nH]c3ccccc23)C1c1ccc(O)cc1 (configuration not stated)	5%	-23%[59 µM]	-1%	-6%	-1%	-5%	-31%	30%	89µM*
CCc1csc(CCNC(=O)C2CCC(=O)N(CCOC)C2)n1 (configuration not stated)	-16%	29%	-1%	28%	2%	-14%	-4%[57.1 µM]	-2%	-3%
COc1cccc(Nc2ncc3nc(-c4cc(F)cc(F)c4)c(=O)n(C4CC4)c3n2)c1	·	-2%[12.7 µM]	-3%	·	1%	-13%[60.1 µM]	·	·	·
CCC(C)NCCCOc1c(C)cc(C)cc1Br (configuration not stated)	-3%	8.9µM*	17%	10%	-9%	-6%	79µM*	38%	?
CCOc1ccccc1C(=O)NCC(=O)NCC(C)(C)N1CCOCC1	-8%	40%[12.7 µM]	·	-3%	15%	-6%	0%	·	-9%
